# SW480 rereplic – DNA re-replication induction in SW480 cells; 340,000 compounds, 1.8% hits; Potency, µM (doses to about 46.1 µM), for the others: at the highest dose re-replication activation, most hits filed as activators; AID 624297; SW480 DNA re-replication, Hoechst DNA content imaging, 48 h; note: potency is the fitted concentration of half-maximal effect; % of control where 0% means no effect; nearly all actives have a fitted effect of over 55% in size
#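 Quantitative HTS format with DMSO vehicle controls; 48 hr drug incubation at 37 C, then 40 min Hoechst staining and scanning imager measurement at 405 nm excitation.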
# HT1080-NT tox – kills 2HG-producing HT-1080-NT fibrosarcoma cells; AID 686970; Potency, µM (titrated, usually from 46.1 µM), for inactives: top-dose activity, negative = less viability, most hits filed as cytotoxic; HT-1080-NT fibrosarcoma viability, CellTiter-Glo ATP luminescence, 48 h; 360,000 compounds, 1.6% hits;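 note: NT is the 2HG producing partner of a matched IDH1 knockdown line; potency is the fitted concentration of half-maximal effect; 0% = DMSO-treated cells and -100% = media-only wells without cells; nearly all actives have a fitted effect of over 55% in size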
#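 HT-1080-NT fibrosarcoma cells (2HG-overproducing), 750 cells/well in RPMI with 5% FBS, dosed after 2 h and incubated 48 h at 37C. CellTiter-Glo luminescence normalized to DMSO and no-cell wells; concentration-response curves fitted and classed.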
# KB-3-1 tox – kills parental KB-3-1 adenocarcinoma cells. KB-3-1 viability, CellTiter-Glo ATP luminescence, 72 h. AID 1347075. Potency, µM (titrated, usually from 46.1 µM), for inactives: top-dose activity change, negative = cytotoxic, hits mostly cytotoxic. 400,000 compounds, 1.4% hits; note: potency is the fitted concentration of half-maximal effect; % is set by controls: 0 for no effect and ±100 for the full control effect; nearly all actives have a fitted effect of over 60% in size
#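 Parental KB-3-1 adenocarcinoma cells in phenol-red-free DMEM with 10% FBS were pin-treated with compounds at several concentrations, incubated 72 h at 37 °C, and viability read by CellTiter-Glo luminescence; concentration-effect curves were fitted after normalization.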
# ATXN2 expr inh – ATXN2 expression inhibition | HEK-293 ATXN2-luciferase reporter, luminescence, 24 h | Potency, µM (series often up to 57 µM), inactives show at the top dose activity change, negative = inhibition, actives largely listed as inhibitors | 360,000 compounds, 0.72% hits; note: potency is the fitted concentration of half-maximal effect; % is set by controls: 0 for no effect and ±100 for the full control effect; nearly all actives have a fitted effect of over 55% in size
#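 qHTS (up to 57 uM final) was run with 24 h compound exposure of reporter cells at 37 °C. Each well was multiplexed: SteadyGlo luminescence measured ATXN2-luciferase expression after a fluorogenic Gly-Phe-AFC viability readout (25 uM final).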
# HT1080 IDH1KD tx – kills HT-1080 cells with IDH1 knockdown; HT-1080 IDH1 knockdown viability, ATP luminescence, 48 h; AID 686971; Potency, µM (titrated, usually from 46.1 µM), for inactives: at the top dose activity, negative = toxicity, most hits filed as cytotoxic; 360,000 compounds, 2% hits;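 note: potency is the fitted concentration of half-maximal effect; 0% = DMSO wells and -100% = cell-free medium wells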
#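 CellTiter-Glo luminescence after 48 h compound exposure at 37 degrees C of IDH1-knockdown HT-1080 cells in 5% FBS RPMI. %Activity scaled between DMSO wells and cell-free media wells, with curves fitted and assigned curve classes.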
# KB-V1 cytotox – kills drug-selected multidrug resistant KB-V1 cells; KB-V1 MDR cells viability, CellTiter-Glo, 72 h; Potency, µM (top dose mostly 46.1 µM), for inactives: at the highest dose activity change, negative = cytotoxicity, hits mostly cytotoxic; 400,000 compounds, 3.4% hits; note: potency is the fitted concentration of half-maximal effect; % is set by controls: 0 for no effect and ±100 for the full control effect; nearly all actives have a fitted effect of over 60% in size
#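 Compound-treated KB-V1 multidrug-resistant cells, 72 h, 37 degrees C; viability by CellTiter-Glo. Fitted qHTS curves give the values.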
# MCF10A rereplic – DNA re-replication induction in MCF 10a cells; Potency, µM (doses to about 46.1 µM), for the others: top-dose activity, positive = re-replication, hits mostly activators; MCF 10A DNA re-replication, Hoechst nuclear intensity, 48 h; 350,000 compounds, 2.9% hits; note: potency is the fitted concentration of half-maximal effect; % of control where 0% means no effect; nearly all actives have a fitted effect of over 50% in size
# ATXN viability – cell viability loss in ATXN counter-screen. S2 cells (HEK-293 line with an ATXN2-luciferase reporter) viability, CellTiter-Fluor protease fluorescence, 24 h. Potency, µM (top dose mostly 56.7 µM), usual class: cytotoxic. 400,000 compounds, 0.49% hits. AID 651635; note: potency is the fitted concentration of half-maximal effect; nearly all actives have a fitted effect of over 40% in size
# IL1B secr inh – inhibitors of inflammasome signaling (IL-1 beta secretion); 360,000 compounds, 4.7% hits; THP-1 LPS/ATP IL-1B secretion, AlphaLISA, 16 h; hits give low values; activity change, % at 57.5 µM; in the data active = activity change below about -50%; inconclusive = mostly about -30% to -49%; note: % is set by controls: 0 for no effect and ±100 for the full control effect
#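 Secreted IL-1B measured by AlphaLISA bead assay after 16 h compound exposure of THP-1 cells; compounds (final up to 57.5 uM) added 1 h before LPS (250 ng/mL) and ATP (1.25 mM) stimulation; lower signal means less secretion.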
# Starred values were filed as active, the others as inactive; i = inactive; ? = inconclusive; · = not tested or not shown; [ ] = dose if it differs, or a comment. Unless noted, calls come from the whole dose curve; as a rule, active = well fitted curve in the direction sought with a large enough effect; inconclusive = small, poorly fitted or top-dose-only effect, or another doubt; inactive = no such curve, though single readings can be large; an effect the other way counts as inactive or inconclusive. The order is random; about 11% have a hit in one of these screens.
molecule	SW480 rereplic	HT1080-NT tox	KB-3-1 tox	ATXN2 expr inh	HT1080 IDH1KD tx	KB-V1 cytotox	MCF10A rereplic	ATXN viability	IL1B secr inh
Cc1ccccc1Cn1nc(C)c(NC(=O)C(F)(F)F)c1C	3.0%	0.2%	11.3%	4.6%	3.0%	7.2%	-0.4%	?	17.9
CCOC(=O)C1=NNC2(c3ccc(C)cc3)C(=O)N(c3ccc(Cl)cc3)C(=O)C12 (stereo unspecified)	-13.9%	19.4%	14.7%	11.4%	20.7%	?	-0.3%	i	28.3
CC(C)(C)NC(=O)CN(CCN1CCOCC1)C(=O)CNS(=O)(=O)c1ccc(Cl)cc1	-22.5%	6.4%	-6.1%	4.9%	13.7%	16.0%	-19.8%	i	-3.1
O=C(NC1CC1)c1ccc2c(c1)ncn2C1CCCC1	4.1%	8.2%	20.0%	16.6%	13.9%	-8.8%	1.3%	i	3.1
COC(=O)C[C@@H]1CC[C@H](NC(=O)CC2CC2)[C@@H](CO)O1	·	16.3%	-0.5%	·	12.3%	-1.8%	·	·	25.4
CCNc1ccc(-c2nc(-c3ccco3)no2)cc1[N+](=O)[O-]	·	·	-0.2%	107.3%[activator]	·	?	·	i	·
Cn1c(=O)[nH]c(=O)c2[nH]c(NCCCN3CCOCC3)nc21	-7.1%	16.3%	-6.2%	-1.4%	17.7%	?	0.9%	i	15.9
COc1cc(NC(=O)NC(C)c2c(-n3cccc3)sc3c2CCN(C)C3)cc(OC)c1 (stereo unspecified)	·	·	3.1%	-30.7%	·	4.8%	·	?	·
COCCCNC(=O)C(=O)N/N=C/c1cc2c(cc1Br)OCO2	-2.3%	25.3%	11.8%	10.0%	1.3%	-12.7%	-3.9%	i	-14.8
CCOc1ccc(CCNC(=O)Cn2ccc3cc(S(=O)(=O)N4CCCCC4)ccc32)cc1	·	·	-22.2%	?	·	-5.7%	·	?	·
Cc1cccc(N2CCN(C(=O)c3cc(COc4ccc(F)c(F)c4)on3)CC2)n1	-9.7%	16.7%	6.9%	32.6%	8.8%	-6.0%	15.3%	i	8.9
COc1cc(CC(NC(C)=O)C(=O)NC2CCN(C(=O)Nc3ccccc3Cl)CC2)cc(OC)c1 (stereo unspecified)	-4.1%	9.9%	-1.3%	-10.9%	6.3%	?	-18.8%	i	0.0
CC(=O)N1c2ccc(S(=O)(=O)N3CCCCC3)cc2CC1C(=O)Nc1cccc(C)c1 (stereo unspecified)	0.8%	-2.0%	1.3%	8.8%	-18.7%	-1.8%	0.4%	i	36.9
CCCC[n+]1ccn(C2=C([O-])c3ccccc3C(=O)/C2=N\S(=O)(=O)c2ccc(Br)cc2)c1	-694.5%[inhibitor]	?	0.0%	-11.2%	?	13.4%	?	?	66.1
CNc1cnn(-c2ccc(C)cc2)c(=O)c1Sc1ccc(C)cc1	-2.3%	-19.6%	-11.2%	2.2%[11.3 µM]	-13.5%	-16.2%	-0.2%	i	5.7
CC1CC(=O)c2cnc(Nc3ccccc3)nc2C1 (stereo unspecified)	2.2%	12.8%	4.2%	28.1%	11.5%	?	4.0%	i	1.3
Cc1ccccc1Oc1nc2c(c(=O)n(C)c(=O)n2C)n1Cc1ccc(Br)cc1	·	·	-1.1%	-4.9%	·	-10.5%	·	i	·
CC(C)Nc1nc(NC(C)C)nc(Nn2cnnc2)n1	0.8%	11.1%	14.7%	3.0%	11.4%	?	8.8%	i	-7.4
CCOC(=O)C1CCCN(c2ccc(NC(=O)c3snc4c(=O)[nH]cnc34)cc2)C1 (stereo unspecified)	-14.7%	8.0%	9.0%	3.4%	-2.0%	1.5%	-1.8%	i	47.8
COCCCNC(=O)c1cc(OC)c(OC)c(OC)c1	-0.9%	16.6%	1.3%	6.1%	17.7%	14.0%	0.4%	i	-1.2
O=C(Nc1ccccn1)c1cc(-n2cnnc2)ccc1Cl	0.6%	9.4%	11.2%	-1.5%	8.4%	26.6%	-3.0%	i	-6.6
COc1ccc(CN2C(=O)C(CC(=O)NCCc3ccccn3)CC(C(=O)N(C)C)=C2C)cc1 (stereo unspecified)	·	3.0%	7.5%	2.2%	0.1%	13.1%	·	i	3.4
CCCC(=O)Nc1c2c(nn1-c1ccc([N+](=O)[O-])cc1)CS(=O)(=O)C2	-7.2%	9.2%	2.0%	·	0.0%	12.2%	-16.2%	i	7.6
COc1ccc(-c2csc3nc(C)nc(N4CCCCC4)c23)cc1OC	?	16.4µM*	?	42.7%[activator]	?	?	?	i	-11.0
NC(=O)C1CCN(c2nc(-c3ccccc3-c3ccccc3)cs2)CC1	-0.1%	·	-8.5%	5.7%	·	-4.4%	-4.9%	i	·
Cc1ccnc(NC(=O)CCC(=O)N(CC(=O)NC(C)(C)C)c2ccc3c(c2)OCO3)c1	-4.2%	4.6%	9.8%	-14.9%	11.1%	?	0.4%	i	-8.5
CCOC(=O)c1c(-c2ccccc2)oc2ccc(OCC(O)CN(C)C)cc12 (stereo unspecified)	?	25.9µM*	?	-36.2%	14.6µM*	?	5.4%	?	-65.1*
CCOC(=O)c1c(NC(=O)Cn2nnc(-c3ccc(Cl)cc3)n2)sc(C)c1C	1.1%	17.5%	1.6%	1.8%	18.8%	-1.2%	?	i	13.0
CN(C(=O)c1ccncc1)c1nnc(-c2cnccn2)s1	0.3%	10.2%	-1.4%	5.4%	9.0%	-4.1%	0.3%	i	-17.0
CCc1ccc(NC(=O)CS(=O)CC(=O)Nc2ccc(N3CCOCC3)cc2)cc1 (stereo unspecified)	27.1%	-17.5%	1.9%	-13.5%	-28.4%	?	?	i	10.8
CCOC(=O)N1CCC2(CC1)C(C#N)=C(N)OC1=C2C(=O)CC(C)C1 (stereo unspecified)	-2.3%	7.7%	1.3%	6.7%	11.0%	29.8%	-0.9%	i	25.0
CCOC(=O)c1c(NC(=O)CSc2nnnn2C)sc(C(=O)N(C)C)c1C	-1.5%	0.0%	12.0%	-14.8%	0.6%	-25.7%	-3.6%	i	57.4
Cc1nc2cc(-c3ccccc3)[nH]n2c(=O)c1C	-2.9%	5.6%	-4.7%	·	9.5%	-4.2%	-1.9%	i	2.4
Cc1ccc(NC(=O)CSc2nc3ccccc3c3nc4ccccc4n23)cc1	0.651µM*	0.398µM*	0.92µM*	?	0.282µM*	1.64µM*	1.46µM*	?	43.7
CC(NS(C)(=O)=O)C(c1cccs1)N1CCN(c2ccc(F)cc2)CC1 (stereo unspecified)	-3.9%	8.6%	-14.1%	-9.0%	-6.6%	3.8%	-4.0%	i	-0.2
COc1ccc(N(C(C)C(=O)Nc2cccnc2)S(C)(=O)=O)cc1 (stereo unspecified)	-3.0%	16.5%	18.0%	-27.1%	15.3%	?	2.1%	i	13.0
CC(=O)N1CCOc2ccc(S(=O)(=O)N3CCC(C(=O)NCc4ccccc4)CC3)cc21	-4.5%	-2.2%	2.1%	-12.6%	-0.5%	10.5%	?	i	8.0
Cc1cc(C)cc(Nc2ncc3c(n2)CCCC3=O)c1	-2.2%	9.6%	-0.4%	-23.8%	9.1%	6.2%	-2.2%	i	-17.7
Cc1nc2c(OCCC3CCCCC3)cccn2c1N(C)C(=O)CCC1CCCC1	·	?	?	?	?	?	·	?	-53.0*
CCOC(=O)C1=C(COC(=O)/C=C/c2cccc([N+](=O)[O-])c2)NC(=O)NC1C (stereo unspecified)	6.4%	-0.4%	1.9%	1.6%	7.1%	21.5%	0.9%	i	-2.2

# Reprinted at random: two records from the list.
molecule	SW480 rereplic	HT1080-NT tox	KB-3-1 tox	ATXN2 expr inh	HT1080 IDH1KD tx	KB-V1 cytotox	MCF10A rereplic	ATXN viability	IL1B secr inh
Cc1cc(C)cc(Nc2ncc3c(n2)CCCC3=O)c1	-2.2%	9.6%	-0.4%	-23.8%	9.1%	6.2%	-2.2%	i	-17.7
CC(=O)N1CCOc2ccc(S(=O)(=O)N3CCC(C(=O)NCc4ccccc4)CC3)cc21	-4.5%	-2.2%	2.1%	-12.6%	-0.5%	10.5%	?	i	8.0

# (cont.)
molecule	SW480 rereplic	HT1080-NT tox	KB-3-1 tox	ATXN2 expr inh	HT1080 IDH1KD tx	KB-V1 cytotox	MCF10A rereplic	ATXN viability	IL1B secr inh
C/C=C(\C)CN1CCC(Oc2ccc(C(=O)NCc3ccccn3)cc2)CC1	7.7%	-7.8%	4.3%	-6.1%	-5.6%	-15.0%	-2.4%	i	-12.1
Cc1cc(C(=O)COC(=O)c2ccc(O)cc2)c(C)n1-c1ccccc1F	0.4%	?	12.5%	48.7%[activator]	?	-32.7%	1.0%	i	?
CC(C)C(=O)Nc1ccc(Cc2ccc(NC(=O)C(C)C)c(O)c2)cc1O	2.1%	-3.0%	-6.0%	1.8%	-9.9%	-5.1%	-1.4%	i	-5.0
CC(C)N(C(=O)CSc1nnc(CNc2ccc(F)cc2)o1)C(C)C	-4.2%	6.4%	2.9%	3.7%	1.9%	0.0%	9.5%	i	20.9
O=C(Nc1cccnc1)c1cc(-c2ccco2)on1	0.6%	-11.2%[9.24 µM]	-1.3%	?	-0.5%	-8.9%	1.6%	?	-11.6
CCCCN(C)CCn1c(=S)[nH]c2cc(OCC)c(OCC)cc2c1=O	-5.5%	-3.0%	-14.3%	-21.4%	-5.4%	0.0%	9.4%	i	11.0
O=C(Nc1ccc(Cl)cc1)c1cc2c(cc1O)[nH]c1ccccc12	1.9%	14.6µM*	?	?	14.6µM*	?	4.61µM*	?	-95.1*
Cc1cccc(C)c1N1C(=O)CC(N(O)c2ccccc2)C1=O (stereo unspecified)	-3.1%	-8.9%	-0.8%	-7.9%	-2.4%	-5.9%	-1.6%	i	-0.1
COC(=O)C1=C(C)N(C(C)C)C(=O)C1(NC(=O)c1ccccc1OC)C(F)(F)F (stereo unspecified)	·	·	16.9%	5.0%	·	-12.2%	·	i	·

# Source: PubChem BioAssay (National Center for Advancing Translational Sciences (NCATS))
